Screens: PubChem, several laboratories
EBV gp42 inh = EBV gp42 inhibition; Q1HVG2; Fluorescence polarization binding assay, mP read-out; inhibition, % (tested at 21.74 µM); actives 0.42% (n = 220,000); AID 1085; in the data active = inhibition above about 50%
eIF4E-4G inh = inhibitors of eIF4E and eIF4G interaction in translation initiation | inhibition, % at 21.7 µM | P63073+Q04637 | AID 782 | actives 0.37% (n = 220,000) | TR-FRET eIF4E-eIF4GI(517-606) binding, 2 h;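 note: 0% = full FRET control wells and 100% = background wells lacking eIF4GI fragment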
KCC2 mod = KCC2 (human) Cl- transport modulation; Q9H2X9; KCC2 cells, thallium flux FluoZin-2 fluorescence; B-score of Tl+ flux slope (higher = more flux/activation; lower = inhibition) at 10 µM; actives 2.2% (n = 190,000); AID 1456;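 active = thallium flux slope and its plate-corrected score both differing from the plate sample mean at a set confidence after two filtering rounds, in either direction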;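 note: slope of fluorescence scaled to starting intensity during 10 to 20 s after thallium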
Target sequence (Q9H2X9 whole entry, looked up): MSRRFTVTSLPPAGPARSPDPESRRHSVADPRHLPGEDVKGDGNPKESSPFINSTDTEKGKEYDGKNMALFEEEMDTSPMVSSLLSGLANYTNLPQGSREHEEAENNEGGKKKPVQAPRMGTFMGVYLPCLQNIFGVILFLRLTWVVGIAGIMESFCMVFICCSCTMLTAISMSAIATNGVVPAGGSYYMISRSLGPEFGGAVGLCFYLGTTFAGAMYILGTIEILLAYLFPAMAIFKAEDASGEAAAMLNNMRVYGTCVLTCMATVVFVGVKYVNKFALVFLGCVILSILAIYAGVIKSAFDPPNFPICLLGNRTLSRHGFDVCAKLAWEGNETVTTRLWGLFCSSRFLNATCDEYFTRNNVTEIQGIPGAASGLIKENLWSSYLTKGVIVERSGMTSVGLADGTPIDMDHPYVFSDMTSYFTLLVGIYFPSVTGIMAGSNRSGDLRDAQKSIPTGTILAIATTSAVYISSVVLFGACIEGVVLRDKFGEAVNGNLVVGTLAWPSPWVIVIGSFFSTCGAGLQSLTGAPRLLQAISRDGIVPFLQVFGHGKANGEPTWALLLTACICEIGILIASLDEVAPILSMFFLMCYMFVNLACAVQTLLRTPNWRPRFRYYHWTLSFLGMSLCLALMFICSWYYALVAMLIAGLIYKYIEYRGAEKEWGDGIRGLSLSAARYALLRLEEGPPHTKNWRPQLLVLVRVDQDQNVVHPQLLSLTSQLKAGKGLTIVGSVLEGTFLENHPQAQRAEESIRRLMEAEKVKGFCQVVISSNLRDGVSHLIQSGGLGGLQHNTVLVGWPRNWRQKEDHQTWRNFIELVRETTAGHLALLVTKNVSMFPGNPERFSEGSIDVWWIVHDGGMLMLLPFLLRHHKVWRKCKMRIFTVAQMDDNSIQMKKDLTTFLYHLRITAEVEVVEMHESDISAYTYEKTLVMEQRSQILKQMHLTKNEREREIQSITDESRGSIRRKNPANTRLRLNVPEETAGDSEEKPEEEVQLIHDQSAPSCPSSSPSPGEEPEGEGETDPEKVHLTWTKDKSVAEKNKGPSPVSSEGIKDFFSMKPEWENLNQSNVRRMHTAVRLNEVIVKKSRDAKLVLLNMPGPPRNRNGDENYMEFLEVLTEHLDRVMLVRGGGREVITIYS
thrombin 1536 = thrombin (human) inhibition. alpha-thrombin, Boc-VPR-AMC fluorogenic substrate cleavage. inhibition, % at 5 µM. actives 0.26% (n = 220,000). P00734;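 active = inhibition at or above 40%; inactive = inhibition below 40%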;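 note: 0% = enzyme with no compound and 100% = wells without enzyme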
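System – human alpha-thrombin · Medium – pH 7.5 Tris (50 mM) with NaCl 150 mM, Tween 20 0.05% · Compound – single-point dosing at 5 µM, 0.2% DMSO · Incubation – enzyme reaction carried out at room temperature · Technique – fluorescence of released AMC, ex 355 nm, em 460 nm · Read-out basis – % inhibition of thrombin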
Rad51 HR inh = blocks human Rad51 in homologous recombination; Q06609; hRad51 DNA strand exchange, fluorescence dequenching; inhibition, % at 10 µM; actives 0.085% (n = 200,000);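 active = inhibition above 40% at the single screening dose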;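 note: 0% = DMSO control wells and 100% = blanks with heterologous ssDNA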
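Material: hRad51 filaments on single-stranded DNA; Reagent: Donor/quencher-labelled 47-bp dsDNA substrate; Compound: 10 µM final, single point; Schedule: 37 °C 15-min filament assembly, 30-min compound preincubation, 15-min exchange; Technique: FRET fluorescence, excitation 485 nm, emission 520 nm; Benchmarks: control wells and blank wells on each plate.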
Furin inh = blocks human furin protease activity; P09958; purified furin, fluorogenic substrate cleavage; inhibition, % at 30 µM; actives 0.061% (n = 220,000); AID 463115; in the data active = inhibition above about 25%; note: inactives centre near -15
KLK5 inh = inhibitors of human kallikrein 5. recombinant hK5, fluorogenic AMC substrate cleavage. inhibition, % at 5 µM. Q9Y337. actives 0.59% (n = 210,000);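 active = inhibition of 40% or more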;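 note: 0% = enzyme controls without compound and 100% = no-enzyme blanks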
14-3-3 Bad inh = disrupts binding of bovine 14-3-3 zeta to phospho-Bad peptide. P63103. TR-FRET 14-3-3zeta/Dy647-pBad peptide displacement, 1 h. inhibition, % at 21.7 µM. actives 0.71% (n = 220,000). AID 781;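 active = inhibition above about 70%, limit read from the data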;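 note: 0% = full 14-3-3 plus peptide FRET controls and 100% = background without 14-3-3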
p47phox inh = blocks human p47phox regulatory protein of NADPH oxidases; p47phox/p22phox peptide binding, fluorescence polarization, 2 h; actives 0.53% (n = 220,000); inhibition, % at 24.7 µM; P14598;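 note: 0% = p47phox with labelled peptide and 100% = labelled peptide alone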
* marks the source's active call; other numbers are inactive results; i = inactive; . = no result given; [ ] = dose if it differs, or a comment.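 Rule for the calls, unless noted: active = inhibition above about 30% (limit read from the data); inactive = the rest.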

SMILES	EBV gp42 inh	eIF4E-4G inh	KCC2 mod	thrombin 1536	Rad51 HR inh	Furin inh	KLK5 inh	14-3-3 Bad inh	p47phox inh
CC1(c2ccccc2)NC(=O)N(CC(=O)Nc2cccc(C#N)c2)C1=O (stereo not drawn)	-5	-15[fluorescence artefact?]	0.32	1	-13	-11	-17	0[fluorescence artefact?]	-7
Cc1ccc(S(=O)(=O)Nc2cccc(Cl)c2)cc1NC(=O)c1cccnc1	0	2	-0.0043	-2	5	-20	2	-3	-15
CCOc1cc(S(=O)(=O)N2CCCC2)ccc1Cl	-7	4[fluorescence artefact?]	0.18	0	2	-6[20 µM]	-17	4	-10
CCC(=O)N1CCc2cc(Br)cc(S(=O)(=O)CC(=O)OC)c21	7	8	0.23	-7	6	-30	-15	4	-4
Cc1ccc(C(C(=O)NCc2ccco2)N(C(=O)CNC(=O)c2cccs2)c2c(C)cccc2C)cc1 (stereo not drawn)	-3	-1[fluorescence artefact?]	0.91	-2	-10	-21	-21	-4	-13
Nc1ccc(Nc2nc(-c3ccncc3)cs2)cc1	0	7[fluorescence artefact?]	-0.71	-2	0	-7[20 µM]	-5	-14[fluorescence artefact?]	-10
COc1ccc(-n2c(N)c(C#N)c3ccc([N+](=O)[O-])cc3c2=O)cc1	52*	6	-0.13	3	-16	-20	-8	-3[fluorescence artefact?]	-17
Cn1c(SCc2nc3ccccc3[nH]2)nnc1-c1cccnc1	6	-7	.	-6	5	-22	-9	-4	-13
Cc1cc(C)c(-c2csc(NC(=O)c3cc([N+](=O)[O-])ccc3N3CCOCC3)n2)c(C)c1	-11	-4[fluorescence artefact?]	-0.7	-11	1	-10	-18	-12[fluorescence artefact?]	-6
C/C(Sc1nnc(Cc2ccccc2)o1)=C(/O)c1ccccc1	-33	3	.	-1	1	-19	18	3	-5
CC1CCC(NC(=O)CN2CCC(n3nnc4cc(F)ccc43)CC2)CC1 (stereo not drawn)	-9	-1[fluorescence artefact?]	-1.7	-2	-1	-25	-12	-6	0
COCCNC(=O)C(c1cccnc1)N(Cc1ccccc1)C(=O)Cn1nnc2ccccc21 (stereo not drawn)	-5	1	0.16	-5	-6	-14	-2	18	-4
COc1ccc(C(=O)c2ccc([N+](=O)[O-])cc2Cl)cc1	-24	4	1.1	-7	-4	-16	0	0	-9
Cc1[nH]c2ccc(F)cc2c1CCN(Cc1cccnc1)C(=S)Nc1ccc(F)cc1	1	0	-0.34	.	-3	-38	4	-16	-12
NC(=O)NC(=O)COC(=O)CC12CC3CC(CC(C3)C1)C2	-10	0	-0.3	-2	1	-29	-1	0	2
N#Cc1cn(-c2ccccc2)nc1-c1cc2ccccc2oc1=O	-7	2	0.6	2	-4	-20[20 µM]	-25	-9	4
CCOC(=O)COc1ccc2c(=O)cc(-c3ccccc3)oc2c1	-9	1	-0.85	-1	1	-11	-11	-3	-6
O=C(Cc1ccccc1)NCC(=O)OCc1ccc([N+](=O)[O-])cc1	-14	-9[fluorescence artefact?]	-0.3	34	26	-5	28	20	-13
COC(=O)C1=C(C)NC(C)=C(C(=O)OC)C1c1ccc(-c2cccc(Cl)c2Cl)o1	-23	6	0.062	15	18	-8	1	3	-77
COc1ccc(C(=O)C2CCCN(C/C=C/c3ccccc3OC)C2)c(OC)c1 (stereo not drawn)	-4	-4	-1.6	-2	9	-13	.	21	-12
CC(=O)c1ccc(NC(=O)C2C3C=CC(C3=C(c3ccccc3)c3ccccc3)C2C(=O)O)cc1 (stereo not drawn)	6	10	0.044	-16	5	-19	3	-5	-8
COc1ccc(C(CC(=O)O)NC(=O)Nc2ccccc2)cc1OC (stereo not drawn)	-42	0	0.26	-9	30	-26	-4	-9	-3
Cc1cccc(N=C2NC(=O)/C(=C\c3cccs3)S2)c1	-15	-4[fluorescence artefact?]	0.41	-3	5	-8	-4	2	-39
CC(=O)Nc1ccc(-c2nnc(SCc3c(C)cc(C)cc3C)n2C)cc1	9	5[fluorescence artefact?]	-0.27	-1	3	-13[20 µM]	3	-7[fluorescence artefact?]	-2
COc1ccc(N(Cc2ccccc2)C(=O)CSc2nnc(Cn3nnc4ccccc43)o2)cc1	-11	-14	-2.4	-4	-3	-9[20 µM]	-12	-5	-10

Printed as active in EBV gp42 inh, of those listed so far:
SMILES	EBV gp42 inh	eIF4E-4G inh	KCC2 mod	thrombin 1536	Rad51 HR inh	Furin inh	KLK5 inh	14-3-3 Bad inh	p47phox inh
COc1ccc(-n2c(N)c(C#N)c3ccc([N+](=O)[O-])cc3c2=O)cc1	52*	6	-0.13	3	-16	-20	-8	-3[fluorescence artefact?]	-17

Next results follow:
SMILES	EBV gp42 inh	eIF4E-4G inh	KCC2 mod	thrombin 1536	Rad51 HR inh	Furin inh	KLK5 inh	14-3-3 Bad inh	p47phox inh
CC(C)(C)NC(=O)[C@H]1CC[C@H]2[C@@H]3CC[C@H]4NC(=O)C=C[C@]4(C)[C@H]3CC[C@]12C	-17	5	-0.23	.	4	.	.	4	-4
CC1(C)Cc2nc3oc4c(NCc5ccccc5)ncnc4c3cc2CO1	-5	3	-0.41	1	13	-14	-2	0	2
Cc1cc(C)n2nc(S(=O)(=O)N(CC(C)C)CC(C)C)nc2n1	-2	0	-1.9	-9	-6	-29	0	3	-10
CCCCN(CCCC)CC(O)COc1ccccc1Br (stereo not drawn)	-14	-6	-0.37	-1	0	-22	-11	-5	3
CC(=O)Nc1ccc(NC(=O)C2CCC(CNS(=O)(=O)c3cccc4nsnc34)CC2)cc1 (stereo not drawn)	-6	-3	-0.14	-9	12	-19	6	-14	-9
CCOC(=O)C1=C(N)OC2=C(C(=O)CC(C)(C)C2)C1c1cc(CSc2nnnn2C)cs1 (stereo not drawn)	14	-2	-0.41	-4	.	-1	.	7	3
CCCCCCC(C)n1[nH]c(=O)cc1N (stereo not drawn)	-1	4	-0.009	3	-3	-12	2	0	-8
O=C(CSc1nc2ccccc2o1)N1N=C(c2cccs2)CC1c1ccc(F)cc1 (stereo not drawn)	-1	-2[fluorescence artefact?]	0.66	-5	-11	-17	-18	-13	-7
COc1cc(/C=C(\NC(=O)c2ccccc2)C(=O)Nc2cccc(O)c2)c([N+](=O)[O-])cc1OC	-11	-2	.	5	-2	-16[20 µM]	-7	6	-13
CN1CCN(c2nc(C(N)=O)cc(-c3ccccc3)n2)CC1	-18	3	0.55	2	0	-15	-22	7	-15
COc1ccc(CNC(=O)C(=O)NC2CC(C)(C)NC(C)(C)C2)cc1	-4	4	0.72	0	8	-19	-24	-6	-2
Cc1sc(N/N=C/c2ccco2)nc1-c1ccccc1	6	6[fluorescence artefact?]	0.028	-1	1	5	-3	-10	0
CCCN(CCC)c1ccc(/C=C/c2ccc3cc(OCC)ccc3n2)cc1	-27	12	i	18	-75	-8	-2	1	-97
Cc1ccc(C)c2c(N)c3c(nc12)CCCCC3 (tested in a mixture with another compound)	-3	1	-0.4	0	4	-27	-8	-15	3
Cc1cccc(-n2c(=O)c3c(C)c(C)sc3n(CC(N)=O)c2=O)c1	0	-1	0.77	-8	-9	-10	-5	-8	-8
CCOC(=O)C1=NOC(COc2ccccc2C=O)C1 (stereo not drawn)	-10	2	.	-4	-1	-11	21	-9	-9
CCOC(=O)c1sc(NC(=O)Nc2ccccc2)cc1C	4	0[fluorescence artefact?]	-0.32	-12	1	-7	-15	10	-20
CCOC(=O)C1=C(C)NC(=O)NC1c1ccc(-c2ccc(Cl)cc2)o1 (stereo not drawn)	-28	2	1	1	-7	-11	3	-6	-41
Cc1ccccc1OCc1nnc(SCC(=O)Nc2ccc3c(c2)oc2ccccc23)n1C	-24	8	-0.066	-3	-6	-19[20 µM]	-24	0	-11
Cc1cc(C)c(C#N)c(N)n1	-1	0	0.76	-9	-5	-23	5	-13	-3
c1cc(CNc2ccc(N3CCOCC3)cc2)ccn1	-6	-1	.	-1	-5	-15[20 µM]	-27	-13	-3
CCC(=O)Nc1nc(-c2ccc3c(c2)CC(C)N3S(C)(=O)=O)cs1 (stereo not drawn)	0	1	-0.17	-10	2	-29	-2	-2	-6
COc1ccc2nc(NC(=O)CCN3C(=S)NC(C)(C)CC3C)sc2c1 (stereo not drawn)	1	5	-0.077	-7	1	-15	-19	-6[fluorescence artefact?]	-14
CSc1ccc(CN2CCN(CCC(C)C)C(CCO)C2)cc1 (stereo not drawn)	10	3	-0.0047	3	-7	-32	.	-2	-1
COc1ccc(C(=O)Nc2ccc(-c3ccc(NC(=O)c4ccc(OC)cc4)c(OC)c3)cc2OC)cc1	-26	5	-0.32	-3	.	-31	-7	-13	-55

Taken from above:
Reading for `Cc1ccc(C)c2c(N)c3c(nc12)CCCCC3` (tested in a mixture with another compound) under EBV gp42 inh: -3
Reading for `COc1ccc(CNC(=O)C(=O)NC2CC(C)(C)NC(C)(C)C2)cc1` under Furin inh: -19
Reading for `O=C(CSc1nc2ccccc2o1)N1N=C(c2cccs2)CC1c1ccc(F)cc1` (stereo not drawn) under Furin inh: -17
Reading for `CCOC(=O)C1=C(N)OC2=C(C(=O)CC(C)(C)C2)C1c1cc(CSc2nnnn2C)cs1` (stereo not drawn) under EBV gp42 inh: 14

The results go on.
SMILES	EBV gp42 inh	eIF4E-4G inh	KCC2 mod	thrombin 1536	Rad51 HR inh	Furin inh	KLK5 inh	14-3-3 Bad inh	p47phox inh
Cc1ccnc(NC(=O)Nc2ccc(F)cc2)c1	-21	-3[fluorescence artefact?]	3	5	4	-14[20 µM]	-6	-15[fluorescence artefact?]	-9
CCOc1ccccc1C1C(C(N)=O)=C(C)Nc2nc(-c3ccccc3Cl)nn21 (stereo not drawn)	-7	1[fluorescence artefact?]	-0.069	1	-7	-22	2	4	-9
O=C(Cn1nnc(-c2ccc(CN3CCOCC3)cc2)n1)N(c1ccccc1)c1ccccc1	2	1	-0.098	2	-2	-19	0	-16	13
COc1ccc([N+](=O)[O-])cc1NC(=O)Cc1noc2ccccc12	12	3	-0.19	-10	-3	-10	-3	-6	-7
CN=C1CC(C)(C)CC(=O)/C1=C(/O)CCC(=O)NC	-8	-1	.	-5	3	-2[20 µM]	10	-1	-10
CCN1C(=O)C2C(C1=O)N1C(c3ccccc3)C3C(=O)N(CC)C(=O)C3N1C2c1ccccc1 (stereo not drawn)	7	-14	0.57	-2	4	-10[20 µM]	0	0	-5
O=C(Nc1ccc(N2CCN(Cc3ccccc3)CC2)cc1)c1cccnc1	-7	-2	1.3	-9	3	-16[20 µM]	-26	-21[fluorescence artefact?]	-14
O=C1NCCCCC1NC1CC(=O)N(c2ccccc2)C1=O (stereo not drawn)	-4	-15[fluorescence artefact?]	0.24	0	3	-16	-10	-1[fluorescence artefact?]	-12
CC1=NN(c2ccccc2)C(=O)/C1=C/C=C/c1ccccc1	-8	0	0.098	-2	.	-19	-14	1	-6
O=C(NCC1CCC(C(=O)O)CC1)c1cccnc1 (stereo not drawn)	-10	-3	-0.011	-8	-3	-15	-23	6	-3
CCOC(=O)/C=c1\s/c(=C(\C#N)C(=O)OCC)n(-c2ccccc2)c1=O	-61	3	-0.08	-12	-2	6	4	0	-22
CCc1ccc2oc(-c3cccc(N)c3)nc2c1	-5	10	-1.6	0	-9	-10[20 µM]	-1	-2[fluorescence artefact?]	-7
COc1cc(/C=N/NC(=O)c2cccnc2)ccc1OC(=O)c1ccc2c(c1)OCO2	-18	-6	0.86	1	5	-22[20 µM]	-9	1[fluorescence artefact?]	-29
CCOC(=O)c1cccc(S(=O)(=O)N(CCO)Cc2cc3cc(OC)c(OC)cc3[nH]c2=O)c1	-8	0	-0.36	4	-1	0	10	7	3
O=C(NNC(=O)c1ccccc1Br)c1cccc(Cl)c1	-5	-8	1.3	3	.	-18[20 µM]	-2	13	-1
